# SMN2 splice enh = enhancers of SMN2 splice variant expression | HEK293 SMN2-luciferase splicing reporter, luminescence, 30-36 h | Potency, µM (highest dose often 46.1 µM), inactives show at the highest dose activity change, positive = activation, usual class: activators | 2.8% of 210,000 active; further: potency means the concentration at half of the fitted maximal effect; % of control where 0% means no effect; nearly all actives have a fitted effect of over 55% in size
#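 qHTS luciferase splicing reporter: luminescence rises when SMN2 exon 7 is included in transfected HEK293 cells. Compound exposure lasted 30-36 h at 37C, with 4.5 mM final sodium butyrate as control, followed by a ONE-Glo read.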
# KinaseGlo FLuc = Kinase-Glo luciferase inhibition (counter-screen); 0.28% of 200,000 active; Q27757; Kinase-Glo luciferase, ATP luminescence, 8 min; Potency, µM (highest dose often 38.3 µM), for inactives: at the highest dose activity change, negative = inhibition, most hits filed as inhibitors; further: potency means the concentration at half of the fitted maximal effect; on the % scale 0 is the no-effect control and ±100 the full control effect; nearly all actives have a fitted effect of over 60% in size
#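 Compounds were added to a substrate mix at pH 7.2 (50 mM imidazole, 10 uM ATP, within the enzyme's linear range), followed by Kinase-Glo detection reagent; luminescence was measured after 8 minutes at ambient temperature.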
# CBFb-RUNX1 inh = CBF-beta/RUNX1 interaction disruption. AlphaScreen CBFb-His/RUNX1-biotin binding, biochemical. AID 1477. 230,000 tested, under 10 active. Potency, µM (top dose mostly 59.8 µM), without a hit: top-dose activity, negative = inhibition, usual class: inhibitors; further: % of control where 0% means no effect
# Target sequence (Q01196 whole entry, looked up): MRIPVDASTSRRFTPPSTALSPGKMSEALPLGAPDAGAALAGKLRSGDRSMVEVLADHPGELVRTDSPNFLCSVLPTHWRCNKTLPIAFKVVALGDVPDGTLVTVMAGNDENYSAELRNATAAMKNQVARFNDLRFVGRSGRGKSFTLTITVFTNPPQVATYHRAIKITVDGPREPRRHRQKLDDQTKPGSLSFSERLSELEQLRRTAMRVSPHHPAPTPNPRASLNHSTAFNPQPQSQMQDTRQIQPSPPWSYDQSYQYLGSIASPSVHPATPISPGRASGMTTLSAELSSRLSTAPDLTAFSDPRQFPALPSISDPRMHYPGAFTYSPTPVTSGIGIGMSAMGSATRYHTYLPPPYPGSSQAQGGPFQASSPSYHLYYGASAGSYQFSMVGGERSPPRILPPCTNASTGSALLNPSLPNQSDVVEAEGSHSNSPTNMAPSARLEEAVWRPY
# Target sequence (Q13951 whole entry, looked up): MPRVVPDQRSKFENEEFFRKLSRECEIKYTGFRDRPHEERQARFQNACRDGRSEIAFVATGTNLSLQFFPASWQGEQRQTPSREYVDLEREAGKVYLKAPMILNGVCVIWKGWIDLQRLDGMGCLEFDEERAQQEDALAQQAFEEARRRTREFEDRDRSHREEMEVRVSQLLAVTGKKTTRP
#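 His-tagged CBF-beta and biotinylated RUNX1 (30 nM each) were premixed 20 min at room temperature, exposed to compound for 15 min, then given nickel-chelate and streptavidin AlphaScreen beads (50 ng each). After 90 min, AlphaScreen signal was read.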
# Lamin A splicing = LMNA splicing modulation; HeLa LMNA splicing GFP/RFP minigene ratio, 48 h; Potency, µM (titrated, usually from 46.1 µM), without a hit: at the top dose ratio change, negative = inhibition, hits mostly inhibitors; 0.01% of 200,000 active; AID 1487; active means well fitted inhibition curve with a large enough effect in the signal ratio, with a control signal flat, not every such curve was filed as active; inconclusive means small, poorly fitted or top-dose-only effect, or effect the other way, or a change in a side signal; the % refers to the signal ratio; further: potency means the concentration at half of the fitted maximal effect; on the % scale 0 is the no-effect control and ±100 the full control effect
#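 S3 HeLa stable clones carrying a lamin A-EGFP splicing minigene plus DsRed2 were seeded at 600 cells/well in Opti-MEM with 2% FBS, pin-dosed and incubated 48 h at 37°C. Acumen cytometry (488 nm) gave the GFP/RFP total-intensity ratio.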
# HTT aggregate = reduces HttQ103-GFP aggregates in PC12 cells; PC12 HttQ103-GFP aggregates, Acumen cytometry, 40 h; Potency, µM (titrated, usually from 46.1 µM), for the others: at the top dose activity change, negative = inhibition, usual class: inhibitors; 1.1% of 220,000 active; AID 1688; further: potency means the concentration at half of the fitted maximal effect; on the % scale 0 is the no-effect control and ±100 the full control effect; nearly all actives have a fitted effect of over 60% in size
#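 PC12/HTTQ103-GFP, ecdysone-inducible; teb 100 nM; cpd qHTS titration; GFP aggregates read on laser cytometer, Ex 488/Em 500-530 nm.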
# IMPase Li cell = cell-permeable IMPase inhibitors with lithium potentiation | CHO-M1 cells, IP1 TR-FRET (IP-One), carbachol + lithium | Potency, µM (top dose mostly 59.4 µM), for the others: at the top dose activity, negative = IMPase inhibition, usual class: inhibitors | 0.35% of 210,000 active | AID 1457;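 further: IP1 builds up when IMPase is blocked and the TR-FRET signal falls; potency means the concentration at half of the fitted maximal effect; plate controls were basal vehicle for no effect and high inhibitor control for full effect; nearly all actives have a fitted effect of over 50% in size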
#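 CHO cells stably expressing M1 receptor (2000/well) were cultured 16–30 h, then exposed to compounds with a small lithium addition for 30 min at 37C. IP1 was measured by TR-FRET competition; AC50 from Hill fits.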
# HTT cytoprotect = cytoprotection in Huntington HTT-Q103 PC12 cell model; Potency, µM (top dose mostly 56.4 µM), without a hit: cytoprotection (ATP increase), hits mostly activators; PC12 HTT-Q103 induced, cytoprotection, ATP luminescence, 40 h; 0.14% of 230,000 active;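 further: potency means the concentration at half of the fitted maximal effect; % of control where 0% means no effect; nearly all actives have a fitted effect of over 45% in size; toxic huntingtin expression switched on by the ecdysone agonist tebufenozide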
#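 PC12 cells with ecdysone-inducible HTT exon 1 Q103-GFP, induced with 100 nM tebufenozide and co-treated with library compounds in a dose series (1536-well, 1500 cells/well). Cytoprotection read as ATP content by ATPlite luminescence.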
# * marks the source's active call; other numbers are inactive results; u = inconclusive; x = no result given; [ ] = remark or other dose. Unless noted, the call rests on the fitted dose curve; in most records, active means well fitted curve in the direction sought with a large enough effect; inconclusive means small, poorly fitted or top-dose-only effect, or another doubt; inactive means no such curve, though single readings can be large; an effect the other way counts as inactive or inconclusive.
no.	Compound	KinaseGlo FLuc	HTT aggregate	SMN2 splice enh	HTT cytoprotect	IMPase Li cell	Lamin A splicing	CBFb-RUNX1 inh
1	C[C@@H](CN1c2ccccc2Sc2ccccc21)N(C)C	0%[17.1 µM]	x	1%[20.6 µM]	-14%[40.3 µM]	24%	-15%	-12%[21.7 µM]
2	COC(=O)C1CCN(C(=O)COC(=O)c2n[nH]c3ccccc23)CC1	-2%	23%	0%	6%[10 µM]	-5%[38.3 µM]	4%	2%
3	COc1ccc(OCCC(=O)OCC(=O)Nc2ccc(Br)cc2)cc1	2%	0%	-5%	30%[1.9 µM]	-5%	-15%	7%
4	COc1ccccc1NC(=S)N(CCCN1CCOCC1)Cc1cccs1	3%	-4%	13%	-20%	7%	x	-1%
5	CN(C)c1nc(C#N)nc(N(C)C)n1	1%	4%	1%	-9%	14%	x	-1%
6	COc1ccc(N2CCN(c3nc(NCCc4ccc(OC)c(OC)c4)nc(OC)n3)CC2)cc1	-2%	u	-53%[inhibitor]	-16%[0.074 µM]	1%[38.3 µM]	u	-11%
7	CCOC(=O)c1ccc(N/C=C/C(=O)c2ccccc2)cc1	-8%	-13%[9.22 µM]	x	-29%[10 µM]	26%	x	2%
8	Cc1cc(Cl)ccc1Oc1ncc(CN2CCN(c3ccccc3)CC2)s1	-4%	-26%	-36%[inhibitor]	-59%[inhibitor]	33%[38.3 µM]	u	-5%
9	O=C(NNC(=O)c1ccccc1Cl)c1cccs1	-3%	-37%	28%	7%[10 µM]	0%	-12%	u
10	CCCOc1ccc(C(C(=O)OCCN(CC)CC)c2ccccc2)cc1 (centres undefined)	21%	19%	-11%	0%	55%[activator][38.3 µM]	6%	-1%
11	Cc1ccc(C)c(N(CC(=O)NC2CCCCC2)C(=O)CCC(=O)Nc2ccccn2)c1	0%	-21%	6%	-23%[10 µM]	31%[activator][38.3 µM]	-1%	5%
12	COc1cccc(CNC(=O)CCC2CCCN(C(=O)c3cc(C)[nH]n3)C2)c1 (centres undefined)	1%	10%[9.22 µM]	x	8%[10 µM]	2%	x	-2%
13	O=C1C=C(O)CC(c2ccc(Cl)c(Cl)c2)C1 (centres undefined)	0%	8%	1%	17%[1.9 µM]	12%[38.3 µM]	4%	3%
14	CC1CCc2c(sc(N)c2C(=O)OC(C)C)C1 (centres undefined)	-3%	0%	13%	14%	29%[38.3 µM]	-7%	-6%
15	CC(=O)Nc1ccc(C=C(C(C)=O)C(C)=O)cc1	x	14%[9.22 µM]	x	29%[10 µM]	x	x	-3%
16	Clc1ccc(Cl)c(Oc2ccc(Oc3nc(Cl)ccc3Cl)cc2)n1	-1%	-9%	-4%	-44%[inhibitor]	15%[38.3 µM]	1%	2%
17	COc1cc(CC(=O)Nc2ccc3c(c2)CCC3)cc(OC)c1OC	3%	-26%	-78%[inhibitor]	x	2%	u	1%
18	COc1cc(OC)cc(C(=O)NCC2CCCO2)c1 (centres undefined)	1%	8%	-2%	25%	6%[38.3 µM]	-2%	-4%
19	O=C(NCc1cccnc1)c1cccn2c(=O)c3sccc3nc12	2%	-2%	13%	9%	26%[38.3 µM]	9%	6%
20	CCC(=O)Oc1ccc2c(C)c(Cl)c(=O)oc2c1	14%	-17%	-12%	2%	-21%[38.3 µM]	6%	4%
21	Cc1ccc(NC(=S)NCC2CCCO2)cc1C (centres undefined)	0%	-8%	u	0%[10 µM]	14%	-4%	15%
22	CC(C)c1nnc(NC(=O)CCC(=O)N2CCN(c3ccccn3)CC2)s1	-7%	5%	6%	0%	-15%[38.3 µM]	3%	1%
23	COc1ccc(CCNC(=O)CCCn2c(SCC#N)nc3ccccc3c2=O)cc1OC	2%	-5%	-10%	-6%	9%[38.3 µM]	3%	4%
24	COc1ccc(CNC(=O)C(=O)NCC2OCCN2S(=O)(=O)c2ccc3c(c2)OCCO3)cc1 (centres undefined)	-2%	-6%	-38%[inhibitor]	x	8%	u	6%[2.36 µM]
25	CN(Cc1ccccc1)C(=O)c1ccc2c(c1)OCCO2	-2%	13%	7%	7%	-8%[38.3 µM]	8%	-8%
26	Fc1cc(F)c2nc(N3CCCCC3)sc2c1	u	28%	u	-13%	16%[38.3 µM]	3%	14%
27	CCCNC(C)(C)COC(=O)c1ccccc1	1%[17.1 µM]	-5%	-6%[20.6 µM]	u	0%	9%	3%[21.7 µM]
28	Fc1ccc(-n2nnnc2-c2ccccc2Cl)cc1	0%	9%[9.22 µM]	-16%	12%[10 µM]	5%	9%[46 µM]	6%
29	COc1ccc(/C=N/NC(=O)c2ccccc2NC(=O)c2ccco2)c(OC)c1	x	0%[9.22 µM]	x	12%[10 µM]	x	x	22%
30	CCCN(CCC)C(=O)Cn1c(=O)n(CCC(=O)NCCc2ccccc2)c(=O)c2ccccc21	0%	-3%	12%	-11%	29%[38.3 µM]	22%	2%
31	Cc1ccnc2nc(C(=O)NC3=NCCS3)nn12	0%	20%	1%	-15%[10 µM]	6%[38.3 µM]	1%	-5%
32	Cn1c(N)c(C(=O)COC(=O)C2CCCN2C(=O)c2cccs2)c(=O)n(C)c1=O (centres undefined)	-2%	10%	19%	0%	1%	x	0%
33	CCCOC(=O)CSc1nnc(-c2ccc(Cl)cc2Cl)o1	-3%	8%[9.22 µM]	-4%	-1%	-13%[38.3 µM]	1%	11%
34	COc1ccc(-n2c(Cc3cccn3C)nnc2SCC(=O)Nc2cc(C)cc(C)c2)cc1	4%	22%	-14%	0%[10 µM]	10%	u	-17%
35	CC(C)CC(N)C(=O)NC(C)C(=O)O (centres undefined)	-3%	x	-3%	x	-2%	8%	x
36	CC1CCN(CCCNC(=O)c2ccc3c(=O)n(CCc4ccccc4)c(=O)[nH]c3c2)CC1	-3%	24%	5%	-1%	22%[38.3 µM]	4%	-5%
37	O=C(CSC(=S)N1CCCCC1)Nc1nc(-c2ccccc2)c(-c2ccccc2)o1	5%	10%	-6%	-12%	8%[38.3 µM]	12%	0%
38	COc1ccc(CCN(C(=O)Cn2nnc3ccccc32)C(C(=O)NCC2CCCO2)c2ccncc2)cc1OC (centres undefined)	-1%	4%[9.22 µM]	x	18%[10 µM]	2%	u	0%
39	O=C(CSc1ccc(Cl)cc1)N/N=C/c1cccnc1	3%	-5%	-7%	-31%	-4%	x	-7%
40	CCOc1ccc(NC(=S)NNC(=O)CC(C)O)cc1 (centres undefined)	-1%	-20%[9.22 µM]	x	-6%[10 µM]	-6%	11%[46 µM]	6%

# Of the compounds above, ten have a halogen.
no.	Compound	KinaseGlo FLuc	HTT aggregate	SMN2 splice enh	HTT cytoprotect	IMPase Li cell	Lamin A splicing	CBFb-RUNX1 inh
3	COc1ccc(OCCC(=O)OCC(=O)Nc2ccc(Br)cc2)cc1	2%	0%	-5%	30%[1.9 µM]	-5%	-15%	7%
8	Cc1cc(Cl)ccc1Oc1ncc(CN2CCN(c3ccccc3)CC2)s1	-4%	-26%	-36%[inhibitor]	-59%[inhibitor]	33%[38.3 µM]	u	-5%
9	O=C(NNC(=O)c1ccccc1Cl)c1cccs1	-3%	-37%	28%	7%[10 µM]	0%	-12%	u
13	O=C1C=C(O)CC(c2ccc(Cl)c(Cl)c2)C1 (centres undefined)	0%	8%	1%	17%[1.9 µM]	12%[38.3 µM]	4%	3%
16	Clc1ccc(Cl)c(Oc2ccc(Oc3nc(Cl)ccc3Cl)cc2)n1	-1%	-9%	-4%	-44%[inhibitor]	15%[38.3 µM]	1%	2%
20	CCC(=O)Oc1ccc2c(C)c(Cl)c(=O)oc2c1	14%	-17%	-12%	2%	-21%[38.3 µM]	6%	4%
26	Fc1cc(F)c2nc(N3CCCCC3)sc2c1	u	28%	u	-13%	16%[38.3 µM]	3%	14%
28	Fc1ccc(-n2nnnc2-c2ccccc2Cl)cc1	0%	9%[9.22 µM]	-16%	12%[10 µM]	5%	9%[46 µM]	6%
33	CCCOC(=O)CSc1nnc(-c2ccc(Cl)cc2Cl)o1	-3%	8%[9.22 µM]	-4%	-1%	-13%[38.3 µM]	1%	11%
39	O=C(CSc1ccc(Cl)cc1)N/N=C/c1cccnc1	3%	-5%	-7%	-31%	-4%	x	-7%

# Carrying on.
no.	Compound	KinaseGlo FLuc	HTT aggregate	SMN2 splice enh	HTT cytoprotect	IMPase Li cell	Lamin A splicing	CBFb-RUNX1 inh
41	Cc1cc(C)c(NC(=O)COC(=O)/C=C/c2cccs2)c(C)c1	-3%	14%	-8%	0%[10 µM]	5%	5%	3%
42	COc1ccc(NC(=O)Nc2cc(C)ccc2F)cc1	-12%	13%[9.22 µM]	u	-7%	18%[38.3 µM]	-1%	-2%
43	Cn1cc(CNCc2ccccc2OCC(O)CN2CCc3ccccc3C2)cn1 (centres undefined)	1%	-8%[9.22 µM]	x	1%[10 µM]	16%	5%[46 µM]	0%
44	CC(C)OP(=O)(OC(C)C)C(Nc1ccc([N+](=O)[O-])cc1)c1cccc([N+](=O)[O-])c1 (centres undefined)	x	4%[9.22 µM]	x	-4%[10 µM]	x	x	-7%
45	O=C(CCc1ccccc1)OCCN1CCOCC1	-2%	9%	2%	14%	-27%[38.3 µM]	u	-1%
46	CN1c2ccsc2/C(=N/NC(=O)c2c(F)cccc2F)CS1(=O)=O	4%	-10%	-53%[inhibitor]	-2%	51%[activator][38.3 µM]	17%	1%

# Compound activity deposited in PubChem BioAssay by National Center for Advancing Translational Sciences (NCATS).
